ROMK mod – ROMK potassium channel modulators, primary screen, cell-based, thallium flux, MLSMR library. ATP-sensitive inward rectifier potassium channel 1 (Homo sapiens), P48048. Tet-inducible ROMK, thallium flux fluorescence; actives lie on both sides. B-score at 10 µM. 130,000 compounds, 2% hits. AID 1918, 2009;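 active = signal ratio slope over the read window, or its plate-corrected B-score, at least 3 SD from the plate mean, either direction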;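 also: B-score of the F/F0 ratio slope over 7 to 12 s after thallium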
Target sequence (P48048 whole entry, looked up): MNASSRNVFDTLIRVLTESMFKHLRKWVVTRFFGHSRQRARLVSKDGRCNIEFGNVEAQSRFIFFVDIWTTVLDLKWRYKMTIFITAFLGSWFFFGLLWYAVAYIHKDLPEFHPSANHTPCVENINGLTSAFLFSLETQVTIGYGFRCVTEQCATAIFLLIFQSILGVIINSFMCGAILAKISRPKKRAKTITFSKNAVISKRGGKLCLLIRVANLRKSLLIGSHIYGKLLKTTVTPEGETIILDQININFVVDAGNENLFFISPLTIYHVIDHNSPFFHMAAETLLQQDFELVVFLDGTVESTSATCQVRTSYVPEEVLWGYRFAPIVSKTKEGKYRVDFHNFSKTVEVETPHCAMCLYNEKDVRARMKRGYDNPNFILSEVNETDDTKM
SRC2 TRFRET art – TR-FRET signal artefacts, primary screen, artefact control for PPARgamma SRC-2 agonist project, biochemical | TR-FRET artefact counter-screen; hits give high values | TR-FRET ratio at 8 µM | 200,000 compounds, 0.4% hits | AID 1049, 2008; in the data active = TR-FRET ratio above about 2000; also: inactives centre near 1500
PPARg SRC-2 ag – agonists of PPARg-SRC-2 recruitment, primary screen, biochemical, HTS. Peroxisome proliferator-activated receptor gamma (Homo sapiens), P37231. activation, % at 8 µM. 200,000 compounds, 0.34% hits. PPARgamma LBD-SRC-2 recruitment; in the data active = activation above about 22%;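 also: 0% = vehicle and 100% = reference agonist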
S1P3 antagonist – S1P3 receptor antagonists, primary screen, cell-based; 170,000 compounds, 0.27% hits; inhibition, % at 4.98 µM; Sphingosine 1-phosphate receptor 3 (Homo sapiens), Q99500; CHO S1P3 NFAT-BLA reporter, FRET fluorescence, antagonist mode;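 active = inhibition above the plate cutoff, the mean inhibition of test wells on that plate plus 3 SD, cut at about 28% in these data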;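 also: cells challenged with S1P at its EC80 of 0.8 µM; blue over green emission ratio from cleaved BLA substrate after 4 h stimulation; 0% = S1P-stimulated wells and 100% = unstimulated DMSO-only wells; some compounds past the cut are filed as inactive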
PMI activator – activators of human PMI, primary screen, biochemical, fluorescence intensity, near-Km mannose 6-phosphate; Mannose-6-phosphate isomerase (Homo sapiens), P34949; purified human PMI, coupled resazurin fluorescence, 20 min; hits give high values; 1 = vehicle control, 0 substrate-free wells; activation factor at 20 µM; 190,000 compounds, 0.005% hits; AID 1214, 2008;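 active = activation factor of 2 or more at 20 µM, relative to plate controls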
Target sequence (P34949 whole entry, looked up): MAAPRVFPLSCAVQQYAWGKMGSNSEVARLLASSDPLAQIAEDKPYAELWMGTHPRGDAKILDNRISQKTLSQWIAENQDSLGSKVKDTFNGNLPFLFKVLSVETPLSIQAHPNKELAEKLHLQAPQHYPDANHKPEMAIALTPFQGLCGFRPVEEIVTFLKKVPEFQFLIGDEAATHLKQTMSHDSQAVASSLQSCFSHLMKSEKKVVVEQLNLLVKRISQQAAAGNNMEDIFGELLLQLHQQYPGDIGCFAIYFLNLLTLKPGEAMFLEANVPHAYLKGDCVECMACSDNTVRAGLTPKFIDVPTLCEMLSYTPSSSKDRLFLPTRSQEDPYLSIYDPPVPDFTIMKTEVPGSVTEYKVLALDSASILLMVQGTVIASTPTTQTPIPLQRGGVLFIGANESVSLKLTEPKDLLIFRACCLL
Diaphorase act – compounds boosting diaphorase resazurin reduction – biochemical, uHTS, resorufin fluorescence, counter-screen for diaphorase-coupled primary assays, primary screen; Diaphorase/resazurin coupled assay, 16 min; hits give high values; 1 = vehicle wells, 0 = NADH-free wells; activation factor at 20 µM; 190,000 compounds, 0.005% hits; AID 1229, 2008;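 active = diaphorase activity raised at least twofold by the compound at 20 µM; inactive = activation factor below 2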
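test system = bacterial diaphorase enzyme (C. kluyveri) | quantity = enzyme 0.07 U/mL final | reagent = NADH substrate 0.114 mM plus resazurin dye 0.1 mM, final | incubation = 16 min enzyme reaction, ambient temperature | buffer or medium = HEPES pH 7.4 buffer with MgCl2 and Tween 20 | signal = fluorescence of resorufin, 544 nm excitation, 590 nm emission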
PPARg SRC-3 ag – PPARgamma agonists recruiting SRC-3 coactivator, primary screen, biochemical | Peroxisome proliferator-activated receptor gamma (Homo sapiens), P37231 | biochemical PPARgamma/SRC-3 coactivator recruitment assay | activation, % at 8 µM | 200,000 compounds, 0.26% hits | AID 731, 2007; in the data active = activation above about 23%;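 also: 0% = DMSO and 100% = reference agonist; some compounds past the cut are filed as inactive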
PMI act hi M6P – human PMI activators, high substrate, primary screen, biochemical, fluorescence intensity, near-saturating mannose 6-phosphate. coupled PMI enzyme assay, resazurin fluorescence, 20 min; hits give high values; 1 = untreated enzyme, 0 = substrate-free blank. activation factor at 20 µM. 190,000 compounds, 0.34% hits;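 active = activation factor of 2 or more at 20 µM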
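Material: human phosphomannose isomerase with PGI, G6PDH, diaphorase coupling enzymes. Quantity: 15 ng/mL PMI. Medium: HEPES pH 7.4 buffer with MgCl2 and Tween-20. Reagent: Near-saturating mannose-6-phosphate, 1.0 mM. Compound: 20 µM single dose. Times: enzyme reaction with compound 20 min at room temperature. Detection: resorufin fluorescence at Ex 544/Em 590 nm.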
PPARg SRC1 recr – PPARgamma agonists recruiting SRC-1 coactivator, primary screen, biochemical. activation, % at 8 µM. AID 631, 2007. 200,000 compounds, 0.41% hits. Peroxisome proliferator-activated receptor gamma (Homo sapiens), P37231. PPARgamma-SRC-1 coactivator recruitment biochemical assay; in the data active = activation above about 19%;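 also: 0% = DMSO and 100% = reference agonist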
Diaph inh CS – diaphorase inhibitors and chemical oxidizers, primary screen, counter-screen for diaphorase-coupled primary assays, biochemical, uHTS, resorufin fluorescence; 190,000 compounds, 0.69% hits; diaphorase resazurin-to-resorufin fluorescence, NADH, 16 min; bacterial (C. kluyveri) enzyme, not human; inhibition, % at 20 µM;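 active = primary screen inhibition at 20 µM above a set limit, cut at about 50% in these data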;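 also: plate controls were DMSO with full reaction for no effect and wells lacking NADH for full effect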
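Test system: Clostridium kluyveri diaphorase enzyme / Quantity: diaphorase at 0.14 U/mL in enzyme working solution / Incubation: 16-min room-temperature incubation before reading / Benchmarks: NADH-free wells as positive control, DMSO-only neutral wells / Signal: resorufin fluorescence 544/590 nm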
G6PDH CS – L. mesenteroides G6PDH inhibitors, counter-screen for G6PDH-coupled screening assays, biochemical, Leuconostoc mesenteroides enzyme. Purified L. mesenteroides G6PDH, diaphorase/resazurin coupled fluorescence, 45 min. inhibition, % at 5 µM. 200,000 compounds, 0.12% hits. AID 1020, 2008; in the data active = inhibition above about 50%
The depositor's hits bear a star; nt = not tested or not shown. Hits appear at their usual frequency, and some 3.3% of all compounds hit somewhere here.

SMILES	ROMK mod	SRC2 TRFRET art	PPARg SRC-2 ag	S1P3 antagonist	PMI activator	Diaphorase act	PPARg SRC-3 ag	PMI act hi M6P	PPARg SRC1 recr	Diaph inh CS	G6PDH CS
Cc1ccc(C(=O)Nc2cccnc2)cc1S(=O)(=O)N1CCOCC1	-0.449	1459	11.2	nt	0.9	0.9	1.0	1	7.0	8.9	10.0
COc1ccc(N2CCN(C(=O)Cc3ncc(C(F)(F)F)cc3Cl)CC2)cc1	nt	1754	0.5	nt	1.3	0.9	3.4	1.6	0.5	7.5	-25.9
Cc1ccc(NC(=O)CNc2cccc(C)c2C)c(C)c1	-1.27	1593	-1.3	12.1	0.9	0.8	3.0	0.9	-2.8	16.6	1.2
COc1cc(OC)cc(C(=O)N/N=C/c2ccc(OC)c(COc3ccc(F)cc3)c2)c1	nt	1394	1.8	nt	0.9	0.9	3.1	0.9	2.7	13.8	1.0
O=C(O)c1cnn2c1C(=O)N(Cc1cccs1)CC2	0.151	1526	9.3	-2.0	1.2	1	3.1	1.1	8.0	-1.0	1.9
CCCc1nc2c(=O)[nH]c3ccccc3c2o1	nt	1552	-1.8	-17.1	1	1.1	5.8	1	-0.5	-9.1	9.1
CCCCNC(=O)N(C)c1nc2ccccc2s1	-0.0393	1428	-6.3	4.6	1	1	4.1	1	-4.5	2.2	11.1
CC(C)CCNC(=O)C(C)N(Cc1ccc(F)cc1)C(=O)c1ccc(CN2CCCCC2)o1 (centres undefined)	nt	1527	4.1	-10.9	0.9	0.8	1.6	0.9	6.8	17.1	-1.4
O=C(Oc1coc(CSc2ncccn2)cc1=O)c1ccco1	-1.4	1558	-0.6	5.8	1.1	1	6.1	1.1	11.6	-1.8	3.3
CC(c1n[nH]c(=S)n1-c1ccc(Cl)cc1)N(C)C (centres undefined)	-0.094	1610	2.6	-12.3	1	0.9	1.0	0.9	4.0	7.5	1.7
COc1ccc(CC(=O)N2N=C(c3ccncc3)CC2(O)C(F)(F)F)cc1 (centres undefined)	nt	1422	-3.6	-5.8	1.1	1.1	-2.6	1.1	-7.8	-12.4	3.7
Cc1ccccc1C(=O)NC(=S)Nc1sc2c(c1C#N)CCC(C)C2 (centres undefined)	nt	1645	7.4	nt	0.8	0.7	2.8	0.8	3.9	25.6	-3.3
COc1ccc(CC(=O)OC(C)CN2CCCC2)cc1 (centres undefined)	-0.832	1486	-6.9	-11.0	1	0.9	-4.6	1.1	2.0	5.1	-1.3
CC(C)=CCCC(C)CN1CCC(N2CCC(C(=O)N3CCCC3)CC2)CC1 (centres undefined)	-0.507	1495	6.6	5.4	0.9	1	3.4	1	2.0	-2.2	21.9
CCOC(=O)N1CCN(CC(=O)Nc2c(C(=O)OC)[nH]c3cc(C)ccc23)CC1	nt	1593	-7.2	nt	0.9	0.9	9.5	1	2.0	11.3	-1.5
c1ccc(-c2cc3c(N4CCN(c5ccccc5)CC4)ncnc3s2)cc1	0.059	1580	5.2	1.3	1.1	1	1.2	1.1	3.2	-0.3	3.0
COc1ccc(-c2nc(-c3ccc4c(c3)OCO4)[nH]c2-c2ccc(OC)cc2)cc1	0.0785	1615	0.0	8.9	0.8	0.8	8.2	0.8	0.4	19.8	18.1
O=C(Nc1ccccc1C(F)(F)F)c1cc(-c2cccc(O)c2)on1	0.0359	1654	0.5	7.3	1	1	-2.2	1	8.6	-0.6	1.7
Cc1cc(C(F)F)n2ncc(C(=O)NCCc3ccc(Cl)cc3)c2n1	-0.254	1600	0.4	nt	1	0.5	7.8	1	1.6	48.8	-6.0
COc1ccc(Nc2cnn(-c3nc4ccccc4s3)c(=O)c2Cl)cc1	0.27	1746	4.6	7.4	0.8	0.7	8.2	0.9	12.7	25.4	5.0

Part of the list above, as a markdown table:
| structure | ROMK mod | SRC2 TRFRET art | PPARg SRC-2 ag | S1P3 antagonist | PMI activator | Diaphorase act | PPARg SRC-3 ag | PMI act hi M6P | PPARg SRC1 recr | Diaph inh CS | G6PDH CS |
| --- | --- | --- | --- | --- | --- | --- | --- | --- | --- | --- | --- |
| COc1ccc(CC(=O)N2N=C(c3ccncc3)CC2(O)C(F)(F)F)cc1 (centres undefined) | nt | 1422 | -3.6 | -5.8 | 1.1 | 1.1 | -2.6 | 1.1 | -7.8 | -12.4 | 3.7 |
| Cc1ccccc1C(=O)NC(=S)Nc1sc2c(c1C#N)CCC(C)C2 (centres undefined) | nt | 1645 | 7.4 | nt | 0.8 | 0.7 | 2.8 | 0.8 | 3.9 | 25.6 | -3.3 |

(list continues)
SMILES	ROMK mod	SRC2 TRFRET art	PPARg SRC-2 ag	S1P3 antagonist	PMI activator	Diaphorase act	PPARg SRC-3 ag	PMI act hi M6P	PPARg SRC1 recr	Diaph inh CS	G6PDH CS
Cc1ccccc1OCCC(=O)Nc1ccc(Cl)cc1F	-0.423	1494	-2.2	4.2	0.8	0.7	4.1	0.8	10.4	27.5	9.0
COc1ccc(N2CCN(C(=O)c3ccc(CS(=O)(=O)c4ccc(OC)cc4)o3)CC2)cc1	nt	1504	2.9	2.8	1	0.8	4.8	1	1.2	18.6	13.5
Cc1c(C(=O)Nc2ccc3c(c2)CCC3)cccc1[N+](=O)[O-]	0.0116	1578	3.7	-10.0	0.9	0.9	3.3	0.9	-2.5	12.9	8.1
COCCNC(=O)/C(C#N)=C\c1ccc(CNS(=O)(=O)c2ccc(C)cc2)o1	0.342	1538	0.9	-9.3	0.9	1	-4.1	1	2.0	-1.8	8.1
CCOc1ccc2nc(C(=O)N3CCCC(C)C3)sc2c1 (centres undefined)	-0.589	1737	0.7	-6.4	1.1	1	8.3	1	0.0	-1.1	1.5
COc1ccc2c(CN(C)c3ccccc3)cc(=O)oc2c1	nt	1795	7.0	-55.1	1.2	0.9	10.2	1.3	-2.7	6.1	10.5
CC(C)=CCN1CCN(Cc2cccn2-c2ncccn2)CC1CCO (centres undefined)	-0.273	1583	-0.3	9.1	1	0.9	6.0	1	2.6	10.6	6.0
O=C(NN1C(=O)c2ccc(-c3ccc4c(c3)C(=O)N(NC(=O)c3cccnc3)C4=O)cc2C1=O)c1cccnc1	0.597	1557	4.6	-20.9	1.1	1	11.0	1.1	6.7	1.6	0.7
O=C(O)CC(=O)Nc1ccccc1C(=O)O	nt	1436	3.8	nt	1	1	-1.8	1.1	1.5	4.6	-6.1
CCC(C)(C(=O)NC1CCCC1)N(Cc1ccco1)C(=O)Cc1cccs1 (centres undefined)	nt	1623	3.5	nt	1.1	0.9	0.8	1.1	6.2	10.5	-0.7
COc1ccc(CCNCc2ccc(OCc3ccc(Cl)nc3)c(OC)c2)cc1OC	0.44	1616	0.1	nt	1	1	-0.5	1	-7.3	-3.5	3.2
Cc1ccc(/C=C/C(=O)C2C(=O)c3ccccc3C2=O)cc1	nt	1360	-3.6	nt	1.1	1	1.4	1.1	5.1	4.9	1.6
O=C(CC1CCCCC1)NCC1CCCO1 (centres undefined)	1.43	1456	-2.4	-25.0	1	1	-9.0	1	-3.8	-4.5	3.6
Cc1cc(C)n2nc(S(=O)(=O)N(C)Cc3ccccc3)nc2n1	1.06	1448	-8.8	-17.5	1	0.9	0.6	1	-3.9	12.2	-12.4
CSc1ccc(S(=O)(=O)NC2CCCCC2)cc1	-1.06	1342	-1.7	nt	0.9	0.9	-2.9	0.9	-1.1	14.1	4.0
COc1ccc(N2C(=O)c3ccccc3NC23C(=O)N(C)c2ccccc23)cc1 (centres undefined)	0.533	1452	9.8	nt	0.9	0.9	-3.8	0.9	4.5	11.0	-3.7
N#Cc1cc(NC(=O)c2ccc(F)cc2)c(=O)n2c1[nH]c1ccccc12	-0.0119	1413	0.2	-7.1	0.8	0.7	-3.5	0.5	-1.2	26.4	-2.7
Cc1ccc(S(=O)(=O)N2CCCC2C(=O)OCc2nc3sc(C)c(C)c3c(=O)[nH]2)cc1 (centres undefined)	-1.64	1600	3.0	-10.8	1	0.8	3.2	1	0.6	19.6	-1.0
C/C=C/c1ccc(OCCOc2ccc(C=O)cc2OC)c(OC)c1	nt	1613	8.3	15.7	0.9	0.9	10.0	1	-1.9	8.4	14.0
COc1cc(C2c3c(oc4ccccc4c3=O)C(=O)N2Cc2ccco2)ccc1O (centres undefined)	nt	1776	7.0	nt	0.9	0.8	-9.1	0.8	0.4	18.0	6.0
O=C(CN1CCc2ccccc2C1)Nc1ccc(Br)cc1	nt	1422	2.3	nt	0.9	0.9	0.6	1	3.2	9.1	-8.8
CCCC(=O)NC(NC(=S)Nc1ccc(N=Nc2ccccc2)cc1)C(Cl)(Cl)Cl (centres undefined)	nt	1707	6.8	-12.3	0.8	0.9	1.4	0.9	1.8	8.3	-4.5
CCOc1ccc(/C=C/C(=O)NCc2ccccc2)cc1	-0.463	1539	2.0	10.1	1	0.8	1.1	1	1.0	15.2	2.7
O=C(Nc1cccc(C(F)(F)F)c1)C1CCN(S(=O)(=O)c2cnc[nH]2)CC1	nt	1483	1.1	-21.2	1	1	1.4	1.1	1.9	4.1	5.0
CCOc1cccc(N(C(=O)C2COc3ccccc3O2)C(C(=O)NC2CCCCC2)c2ccc(O)cc2)c1 (centres undefined)	-0.149	1447	-15.3	1.3	1	0.9	-4.0	1	-4.8	12.0	13.4
COc1ccc(C)cc1NC(=O)C(OC(=O)c1ccc([N+](=O)[O-])o1)c1ccccc1 (centres undefined)	-0.274	1682	0.0	-3.1	0.9	0.8	1.2	0.8	1.0	17.9	5.1
c1nnc2c3c4c(sc3ncn12)CCC4	-0.42	1630	1.5	3.1	0.9	0.8	1.1	0.9	7.2	21.2	3.3
COc1ccc(-c2nn(C)c(=O)c3ccccc23)cc1NC(=O)COc1ccccc1	nt	1395	-6.2	nt	0.9	0.9	-4.7	0.9	-3.3	10.4	5.1

Compound activity deposited in PubChem BioAssay by several laboratories.
